KLF5 inh: suppresses KLF5 promoter-driven expression. DLD-1 KLF5 promoter-luciferase reporter, luminescence. inhibition, % at 5 µM. 0.23% of 290,000 active. AID 1700;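 active = inhibition above a per-plate limit of that plate's mean compound inhibition plus 3 SD, cut at about 60% in these data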;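 note: 0% = DMSO wells and 100% = LY294002 at 200 µM; higher means less KLF5 promoter-driven luciferase light; inactives centre near -14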
GSK3beta inhib: human GSK3beta kinase inhibition | P49841 | GST-GSK3beta kinase, ADP-Glo luminescence, 60 min; stronger effect = lower value | activity score (negative = inhibition), % at 10 µM | 0.038% of 300,000 active;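 active = more than half of replicate wells score below -50%, meaning over 50% inhibition versus plate controls; inconclusive = some replicates but at most half score below -50%; inactive = no replicate scores below -50%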;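 note: 0% = median DMSO wells and -100% = median GW8510 positive control wells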
Target sequence (P49841 whole entry, looked up): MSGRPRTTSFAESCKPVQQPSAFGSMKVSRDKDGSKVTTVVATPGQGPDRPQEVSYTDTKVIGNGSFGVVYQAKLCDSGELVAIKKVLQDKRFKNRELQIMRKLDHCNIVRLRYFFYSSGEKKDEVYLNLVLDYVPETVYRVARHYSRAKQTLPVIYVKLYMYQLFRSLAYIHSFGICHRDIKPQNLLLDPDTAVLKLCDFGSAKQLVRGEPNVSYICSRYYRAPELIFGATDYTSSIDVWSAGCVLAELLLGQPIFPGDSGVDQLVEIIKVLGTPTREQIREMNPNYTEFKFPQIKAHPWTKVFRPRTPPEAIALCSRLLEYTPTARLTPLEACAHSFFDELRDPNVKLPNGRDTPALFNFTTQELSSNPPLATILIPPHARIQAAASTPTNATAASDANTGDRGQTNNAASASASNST
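Assay system: GST-fused GSK3beta enzyme, cell-free / Medium: Tris pH 7.5 buffer with MgCl2, DTT, BSA, heparin / Also added: peptide substrate plus 25 µM ATP (final) / Compound: 10 µM single point / Timing: kinase reaction with compound 60 min at room temperature / Detection: ADP-Glo luminescence / Benchmarks: DMSO neutral wells and GW8510 at 20 µM as positive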
IEC-6 tox: counter-screen for KLF5 inhibitors: cytotoxicity in IEC-6 cells; IEC-6 cytotoxicity, luminescence viability; inhibition, % at 5 µM; 0.78% of 290,000 active; AID 1825; in the data active = inhibition above about 22%;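 note: 0% = plate median of test compound wells and 100% = cytotoxic reference compound wells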
AI-2 QS mod: modulates the Vibrio harveyi AI-2 quorum sensing system; Vibrio harveyi JMH597 AI-2 luminescence/OD600 ratio, 9 h; stronger effect = lower value; strain lacks LuxN and CqsS sensors; 0 = neutral-control median; activity change, % at 7.5 µM; 0.4% of 300,000 active; AID 2094; in the data active = activity change below about -75%, passing the limit was not always enough; inconclusive = no clear call, values can overlap the other calls;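 note: luminescence divided by OD600 gain over 9 h not by final OD600 alone; inactives centre near 13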
HIF activator: HIF pathway transcriptional activation; U2OS HRE-luciferase reporter, luminescence; normalized: DMSO 0%, desferrioxamine 100%; activation, % at 7.5 µM (by protocol); 0.32% of 300,000 active; AID 1910;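 active = mean activation of at least 10% of the iron chelator positive control signal, with at least half of replicates also reaching 10%; inconclusive = mean and replicate majority disagree about reaching 10%; inactive = mean and most replicates under 10%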
aSyn UTR inh: MLPCN primary screen, SNCA 5' untranslated region; 0.82% of 300,000 active; inhibition, % (tested at 7.5 µM); alpha-synuclein 5'UTR reporter, inhibitor activity; in the data active = inhibition above about 60%; inconclusive = no clear call, values can overlap the other calls;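 note: H4 neuroglioblastoma cells stably carrying SNCA 5'UTR luciferase fusion; 0% = DMSO wells and 100% = positive control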
HSF1 inhib: HSF1 inhibition | 0.77% of 300,000 active | NIH3T3-HGL HSE-luciferase, MG132-induced, luminescence 8 h; stronger effect = lower value | activity change, negative = inhibition, % at 7.5 µM (by protocol);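 active = more than half of replicate wells show activity change below -50%, luminescence cut by over half; inconclusive = some wells, but at most half, below -50%; inactive = no replicate well below -50%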;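 note: luciferase reports HSF-1 transcriptional activity via heat shock element; 0% = median of DMSO wells and -100% = zero luminescence signal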
GSK3A inh: blocks human GSK-3 alpha kinase; P49840; ADP-Glo luminescence, 60 min; inhibition, % at 10 µM; 0.1% of 320,000 active; AID 2650;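 in the data active = inhibition above about 50%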;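 note: GST-tagged GSK-3 alpha with peptide substrate and 25 µM ATP; 0% = DMSO neutral wells and 100% = GW8510 positive control wells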
Target sequence (P49840 whole entry, looked up): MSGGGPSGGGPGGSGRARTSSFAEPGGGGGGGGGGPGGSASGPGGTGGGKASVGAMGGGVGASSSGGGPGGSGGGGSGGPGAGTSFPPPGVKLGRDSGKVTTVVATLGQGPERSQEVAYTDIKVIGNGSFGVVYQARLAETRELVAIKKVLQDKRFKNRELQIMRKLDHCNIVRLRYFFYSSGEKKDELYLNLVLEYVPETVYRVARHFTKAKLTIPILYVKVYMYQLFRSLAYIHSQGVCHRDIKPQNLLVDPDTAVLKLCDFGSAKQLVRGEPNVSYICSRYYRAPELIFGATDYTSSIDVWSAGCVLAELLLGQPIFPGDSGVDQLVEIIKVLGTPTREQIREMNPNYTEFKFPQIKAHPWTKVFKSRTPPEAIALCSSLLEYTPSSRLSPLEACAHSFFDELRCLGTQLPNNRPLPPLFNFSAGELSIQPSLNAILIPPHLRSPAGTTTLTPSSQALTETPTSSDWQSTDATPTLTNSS
HSP90 refold inh: blocks HSP90-mediated luciferase refolding in reticulocyte lysate | Rabbit reticulocyte lysate, luciferase refolding luminescence, 3 h | inhibition, % at 5.6 µM | 0.91% of 290,000 active | AID 1789;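 active = inhibition above the screen-wide mean plus 3 SD, computed separately per campaign, cut at about 16% in these data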;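 note: 0% = DMSO wells and 100% = 60 µM geldanamycin wells; inhibitors lower the luminescence because luciferase stays unfolded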
HSF-1 act: increases HSF-1 driven luciferase reporter signal; NIH3T3-HGL HSF-1 luciferase reporter, MG132, 8 h; 100% = twice DMSO control signal; 1.7% of 300,000 active; activation, % at 9 µM;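 active = mean replicate activation of at least 50% with a set share of replicates each reaching 50%; inconclusive = only one of those two conditions met; inactive = mean below 50% and too few replicates reaching it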;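 note: 0% = median of the neutral control wells and 100% = twice that signal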
The depositor's hits bear a star; ? = inconclusive; . = not tested or not shown. Hits appear at their usual frequency, and some 4.7% of all compounds hit somewhere here.

SMILES	KLF5 inh	GSK3beta inhib	IEC-6 tox	AI-2 QS mod	HIF activator	aSyn UTR inh	HSF1 inhib	GSK3A inh	HSP90 refold inh	HSF-1 act
Cc1c(OCC(=O)N(C)C)ccc2c3c(c(=O)oc12)CCCCC3	-28.5	-2.0	0.0	2.4	-0.4	1.6	-3.7	-5.3	0.1	5.4
O=[N+]([O-])c1ccc(NCCCNS(=O)(=O)c2ccccc2)c(Cl)c1	0.3	-3.0	6.4	-3.2	0.0	23.8	6.2	-1.2	6.8	31.7
CCC(C)C(=O)Nc1nc(C)c(-c2csc(Nc3ccccc3OC)n2)s1 (stereo unspecified)	5.6	0.1	4.5	14.7	-0.5	-4.9	2.6	-2.6	3.3	6.1
S=c1[nH]nc(/C=C/c2ccccc2)o1	-8.7	2.7	0.0	22.8	0.3	3.8	1.4	-6.4	-3.8	2.4
COc1ccc(N(CC(=O)NCc2ccco2)S(=O)(=O)c2ccc(C)cc2)cc1	-12.3	-1.0	0.5	18.2	0.2	-2.4	6.6	6.6	-2.1	-6.6
CCNC(=O)N1c2ccc(OC)cc2C(C)=CC1(C)C	1.1	2.4	-1.3	22.3	-0.2	-22.3	7.5	2.2	-1.6	20.6
O=C(CCC1CCCC1)NNC(=O)c1ccccc1O	.	-1.3	.	31.5	-1.2	5.2	-7.4	-1.1	.	-18.6
O=C(C1CCN(S(=O)(=O)c2cccs2)CC1)N(c1ccccn1)C1CCCCC1	-37.9	3.1	-0.2	16.4	-0.4	28.5	-17.1	-1.9	1.6	-11.1
N/C(=N\OC(=O)c1ccco1)c1cccnc1	-102.0	2.4	8.4	43.7	1.1	-78.4	12.7	4.3	1.9	14.1
COc1ccc(-n2cnc3c(sc4nc(N5CCOCC5)c5c(c43)CCCC5)c2=O)cc1	10.0	-0.2	-0.8	7.0	-0.2	-9.9	-4.0	1.8	1.9	13.3
CCC1CCCCN1CCCNC(=O)c1c(O)nc2ccccn2c1=O (stereo unspecified)	-22.9	-0.6	-1.2	13.9	-0.2	8.0	-6.0	-0.9	-4.2	-29.2
CC1CCCC(C)N1C(=O)COC(=O)c1cc(Br)ccc1Cl (stereo unspecified)	-8.3	0.9	-3.2	4.4	2.3	3.2	-0.2	-3.4	1.1	1.1
N#CCc1ccc(OC(=O)c2cnccc2C(F)(F)F)cc1	-50.0	1.4	-7.8	25.7	-0.2	-5.4	-3.2	2.6	-0.1	-2.8
NCCc1nnc(SCc2ccccc2F)o1	-9.6	-0.4	-10.4	13.6	-0.9	3.8	-8.2	-0.9	2.3	-6.0
COc1ccccc1OCCSc1nc(C)c(Cc2ccccc2)c(=O)[nH]1	-32.4	-1.9	-1.0	11.3	-0.3	19.3	0.6	0.8	-1.4	3.0
O=C(Nc1nc2ccsc2c(=O)s1)C1CCC1	-82.3	-0.5	-5.4	24.6	3.3	-95.5	-1.4	-1.4	-2.0	25.1
CCN(CC)CCn1c(/N=C/c2ccc(OC)c(OC)c2)nc2ccccc21	.	5.6	.	13.4	0.1	-12.2	1.6	-1.4	.	-3.1
COc1ccc(Cc2nc3ccccc3c(=O)n2N)cc1OC	.	2.3	.	18.8	0.2	3.0	3.5	-1.4	.	28.0
COc1ccc(C2C(C(=O)c3ccc(C)o3)=C(O)C(=O)N2CC2CCCO2)cc1OC (stereo unspecified)	-1.6	-0.4	0.6	41.1	0.0	-35.2	-11.5	0.2	-4.8	-10.3
COc1cc(CNC2CCCC2)cc(OC)c1	-19.0	-2.9	3.1	21.8	-29.2	16.7	27.7	-4.1	-8.1	59.3*
COc1cccc(C(c2sc3nc(C)nn3c2O)N2CCN(c3ccccc3F)CC2)c1 (stereo unspecified)	-6.1	0.6	-1.2	33.7	0.1	6.8	-22.7	-0.3	-3.0	-39.0
O=C(/C=C/c1ccccc1)NC(=S)Nc1ccc(N2CCOCC2)c(Cl)c1	2.0	4.9	-6.2	13.9	-0.5	-22.3	-1.6	-2.5	-2.6	9.1
O=C(Cc1c(F)c(F)c(F)c(F)c1F)OC12CC3CC(C1)C(=O)C(C3)C2	-9.2	7.8	-6.2	25.6	-0.3	-1.1	13.2	-2.2	-1.4	12.4
COc1ccc(S(=O)(=O)N2CCC(C(=O)NCCCc3ccccc3)CC2)cc1	-5.3	3.4	-7.1	71.3	0.2	21.7	0.6	-5.2	-2.3	-2.0
Cc1ccc(NC(=O)CN2C(=O)c3ccccc3C2=O)nc1	-18.9	1.7	4.3	-36.8	-0.7	10.6	-6.4	11.8	4.2	-10.9

Next part:
SMILES	KLF5 inh	GSK3beta inhib	IEC-6 tox	AI-2 QS mod	HIF activator	aSyn UTR inh	HSF1 inhib	GSK3A inh	HSP90 refold inh	HSF-1 act
COc1cccc([C@@H]2Oc3ccc(OC)cc3C(=O)[C@H]2OC(=O)NCc2ccc3c(c2)OCO3)c1	-10.3	-1.2	1.2	8.2	7.2	-136.9	10.2	8.8	1.3	17.5
COCC(=O)Nc1ccccc1Br	-31.7	0.3	-1.6	43.0	0.1	-31.5	-0.5	-1.0	-2.2	-0.4
COc1cc(F)c(S(=O)(=O)N2CCOc3ccccc32)cc1OC	2.7	1.9	8.5	3.9	-1.2	12.7	-6.1	-1.5	5.7	-21.8
CCCc1cc(=O)[nH]c(SCC(=O)N(C)CC(=O)Nc2ccccc2CC)n1	-4.8	2.9	-2.9	27.0	-0.6	31.1	1.5	0.3	1.0	7.8
Cc1noc(/C=C/Nc2ccc(F)cc2F)c1[N+](=O)[O-]	-44.3	0.5	4.2	17.7	1.4	-174.8	12.5	.	-0.2	41.9
C=C(C)c1cccc(C(C)(C)NC(=O)NCC2CCCO2)c1 (stereo unspecified)	-8.3	4.0	-0.2	7.8	-0.4	-7.0	-4.6	-1.4	3.1	-9.1
CC(=O)NC(=S)NNC(=O)CCc1ccccc1	-14.5	3.4	-3.2	?	-0.3	7.5	-4.6	-1.2	-2.8	-7.9
Cc1ccc(NC(=O)CSc2nc3ccccc3c(=O)n2CCCN2CCCCC2)cc1Cl	-10.3	-5.5	8.7	22.9	-0.9	-19.0	-0.7	2.8	-4.2	29.6
O=C(Nc1ccc2c(c1)OCCO2)C1CCN(C(=O)c2ccc(F)cc2)CC1	-36.4	3.0	-4.1	27.6	0.7	-84.5	-0.4	3.7	2.3	3.2
COc1cccc(NC(=O)CN2C(=O)COc3ccc(S(=O)(=O)N4CCCCCC4)cc32)c1	-15.7	1.8	-0.9	25.9	-0.8	-10.2	1.6	-1.7	-3.5	1.1
CC(C)(C)Sc1ccc(N)nc1	2.9	-1.6	3.8	29.3	0.4	-5.5	-6.6	1.2	2.4	-7.0
Cc1noc(-c2ccc(C(F)(F)F)cc2)c1NC(=O)Nc1ccc(Cl)cc1	-32.3	-11.0	-8.1	9.2	-1.2	-9.3	2.4	-1.5	-3.4	23.5
OCCCc1nc2n(n1)C(c1cccs1)C=C(c1ccccc1)N2 (stereo unspecified)	-50.1	2.1	-7.2	-2.2	-0.2	27.6	-8.5	4.0	-1.6	-10.7
O=C(O)c1ccc(C(=O)c2ccc3c(c2)C(=O)N(CCO)C3=O)cc1	-19.7	10.3	-3.0	12.1	-0.2	5.2	-4.2	4.7	-1.6	-12.7
O=C1c2ccc([N+](=O)[O-])cc2NC(c2ccco2)N1/N=C/c1ccco1 (stereo unspecified)	24.2	-5.2	-10.6	8.2	0.8	-51.8	2.3	3.8	5.6	2.5
CCOC(=O)C1=C(C)NC(=O)NC1c1ccc(OC(C)C(=O)O)c(OC)c1 (stereo unspecified)	-7.8	-1.3	-0.4	1.9	0.1	12.5	2.3	-3.4	-1.0	-0.2
CCOC(=O)N1CCC(NC(=O)c2ccc3c(c2)N(CC)CCS3)CC1	-21.4	-1.7	-9.8	19.1	-0.3	5.1	-0.7	-0.6	-3.1	26.4
O=C1OCc2cc(NC(=O)C3CCCO3)ccc21 (stereo unspecified)	-14.2	-2.8	-9.1	12.1	0.3	26.4	-4.9	-5.4	-0.2	-10.5
COc1ccccc1/C=N/NC(=O)c1ccccc1NS(=O)(=O)c1ccc(C)cc1	-21.2	0.3	5.8	0.8	0.4	-11.4	-2.6	1.6	0.3	-11.7
C/C(=N/NS(=O)(=O)c1ccc(Cl)cc1)c1cccc(NC(=O)c2ccc(Cl)cc2Cl)c1	-129.9	3.1	3.1	-6.3	1.6	-19.6	13.0	0.3	0.5	17.0
Cn1c(CNc2ccccc2)nc2ccccc21	-98.0	-2.1	11.8	7.2	2.5	-113.4	16.6	-2.5	3.2	38.9
COc1ccc(CCNC(=O)NC(C(F)(F)F)C(F)(F)F)cc1OC	0.5	-2.3	2.0	8.2	0.2	-1.2	-3.7	-0.8	0.0	-23.4
Cc1cccc(N2CCN(Cc3ccc([N+](=O)[O-])o3)CC2)c1C	-17.7	5.7	-3.7	7.5	-0.6	3.5	0.7	0.6	-5.1	3.1
CCn1nnnc1SCC(=O)N(C1CCCCC1)C1CCCCC1	-10.0	2.9	-8.4	18.0	-0.7	4.3	5.5	0.0	-1.5	4.7
COc1ccc(-c2cc(C(=O)O)[nH]n2)cc1OC	-20.5	-0.7	0.0	-5.0	0.5	8.4	-0.5	-0.6	-0.7	14.1

Other records follow:
SMILES	KLF5 inh	GSK3beta inhib	IEC-6 tox	AI-2 QS mod	HIF activator	aSyn UTR inh	HSF1 inhib	GSK3A inh	HSP90 refold inh	HSF-1 act
CS(=O)(=O)c1ccc(Cl)c(NC(=O)Cc2ccsc2)c1	-10.3	-0.6	5.0	4.5	-0.3	13.1	-2.1	0.2	2.5	-7.0
COc1ccccc1C(=O)Nc1ccc(OCc2nnc3c4ccccc4c(C)nn23)cc1	-17.7	-1.3	-1.7	29.7	0.1	12.3	-1.1	-3.0	-4.5	17.1
COc1ccc2cc(C(=O)Nc3ccc(O)cc3)sc(=O)c2c1OC	-11.7	0.3	3.5	15.0	0.8	-24.4	2.2	-2.0	-1.3	4.7
CCc1nnc(NC(=O)CSc2nc(C3CCCCC3)nc3ccccc23)s1	-7.9	0.6	-1.5	15.3	0.0	20.5	.	-1.4	2.6	.
Cc1onc(-c2ccccc2)c1C(=O)NCc1ccco1	2.7	-3.0	-4.0	13.6	0.4	11.7	-5.9	-0.5	0.3	-8.1
Cc1cccc(-c2nc(CN3CCCC(C(=O)NC4CCCC4)C3)c(C)o2)c1 (stereo unspecified)	-12.3	0.7	0.8	9.4	0.3	27.5	7.5	2.4	-1.0	14.9
O=C1C2CCCN2C(c2ccco2)N1c1ccc(F)cc1 (stereo unspecified)	-18.4	1.3	-0.1	-1.3	0.3	-7.9	-7.0	0.9	1.5	2.9
CCCC(=O)NCCc1nc2ccccc2n1C	-9.2	1.2	1.7	7.5	0.0	-7.6	-2.8	-0.9	-1.3	-2.4
Cc1ccc(/C=C(/C#N)C(=O)NC(C)c2ccccc2)o1 (stereo unspecified)	20.0	3.7	-1.8	11.2	0.4	16.4	-1.1	-0.2	-0.6	-15.1
